AmpC detergent – inhibitors of E. coli AmpC beta-lactamase with detergent; AmpC hydrolysis of nitrocefin, absorbance 480 nm, 0.01% Triton; Potency, µM (top dose mostly 114 µM), for inactives: at the highest dose activity change, negative = inhibition, usual class: inhibitors; 0.041% of 370,000 active; AID 485294;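 note: potency is the fitted concentration of half-maximal effect; 0% = no-compound wells and -100% = no-enzyme wells; nearly all actives have a fitted effect of over 25% in size; some results filed as inactive show a strong effect at the top dose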
Target sequence (P00811 whole entry, looked up): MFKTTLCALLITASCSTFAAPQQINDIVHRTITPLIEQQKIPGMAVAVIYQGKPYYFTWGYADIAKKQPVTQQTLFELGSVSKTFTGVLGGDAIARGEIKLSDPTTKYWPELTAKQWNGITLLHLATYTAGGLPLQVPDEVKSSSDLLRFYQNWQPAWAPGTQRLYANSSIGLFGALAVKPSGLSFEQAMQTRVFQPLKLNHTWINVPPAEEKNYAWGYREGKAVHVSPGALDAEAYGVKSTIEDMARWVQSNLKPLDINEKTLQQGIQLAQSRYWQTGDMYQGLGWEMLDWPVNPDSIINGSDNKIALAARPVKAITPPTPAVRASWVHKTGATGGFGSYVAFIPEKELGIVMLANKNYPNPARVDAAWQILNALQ
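20 mM phosphate pH 7.0 + 0.01% (detergent screen) or 0.0001% Triton X-100; 5.3 nM AmpC reagent; cpd preinc 15 min RT; nitrocefin (800 uM stock) to start; A480 q20 s × 4 min; Activity was normalised to no-enzyme and no-compound control wells.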
AMA1 RON2 block – inhibitors of Plasmodium falciparum AMA1-RON2 interaction; AlphaScreen AMA1-biotinylated RON2 peptide binding; Potency, µM (top dose mostly 58.2 µM), for the others: at the highest dose activity change, negative = inhibition, usual class: inhibitors; 0.2% of 360,000 active;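 note: potency is the fitted concentration of half-maximal effect; 0% = vehicle wells and -100% = peptide control; nearly all actives have a fitted effect of over 45% in size; some results filed as inactive show a strong effect at the top dose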
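AMA1 (3D7) with his tag at 25 nM final met compounds first, then biotinylated RON2 peptide at 25 nM; detection used donor plus acceptor beads, 10 µg/mL apiece, read by AlphaScreen after 30 min at room temperature.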
CHX counter – counter-screen for Shiga toxin inhibitors: cycloheximide protein synthesis inhibition. cell reporter, cycloheximide protein synthesis inhibition counterscreen. max response, %. 12% of 300,000 active. AID 2314; in the data active = max response mostly above about 13%, no sharp cut-off; inactive = mostly below about 14%; note: read at 38.3 µM for the half of the compounds with a filed dose; 0% is about no effect
AmpC inh no detg – inhibitors of E. coli AmpC beta-lactamase without detergent | P00811 | AmpC nitrocefin hydrolysis, absorbance 480 nm, 0.0001% Triton | Potency, µM (titrated, usually from 57.1 µM), without a hit: at the highest dose activity change, negative = inhibition, usual class: inhibitors | 0.52% of 330,000 active | AID 485341;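 note: potency is the fitted concentration of half-maximal effect; plate controls were no compound for no effect and no enzyme for full effect; nearly all actives have a fitted effect of over 20% in size; some results filed as inactive show a strong effect at the top dose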
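AmpC (5.3 nM in the dispensed reagent) in 20 mM phosphate pH 7.0 with 0.01% (detergent screen) or 0.0001% Triton X-100 was preincubated with compounds for 15 min at room temperature. Nitrocefin was then added from an 800 uM solution, and hydrolysis was followed at 480 nm.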
FBPA Giardia inh – blocks Giardia fructose-bisphosphate aldolase activity; purified Giardia FBPA; A8B2U2; Potency, µM (top dose mostly 59.6 µM), for the others: at the highest dose activity, negative = inhibition, most hits filed as inhibitors; 0.71% of 290,000 active; note: potency is the fitted concentration of half-maximal effect; % is set by controls: 0 for no effect and ±100 for the full control effect; nearly all actives have a fitted effect of over 55% in size
Target sequence (A8B2U2 whole entry, looked up): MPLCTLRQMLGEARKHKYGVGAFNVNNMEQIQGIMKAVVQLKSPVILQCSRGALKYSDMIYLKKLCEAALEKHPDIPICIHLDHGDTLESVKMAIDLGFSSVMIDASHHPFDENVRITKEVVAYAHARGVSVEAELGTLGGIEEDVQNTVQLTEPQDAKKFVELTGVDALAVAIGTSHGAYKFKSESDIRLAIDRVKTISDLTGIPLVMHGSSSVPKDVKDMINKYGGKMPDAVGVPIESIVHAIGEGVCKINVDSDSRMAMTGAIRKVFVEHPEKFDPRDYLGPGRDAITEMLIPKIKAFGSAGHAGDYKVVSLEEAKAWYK
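40 nM FBPA preincubated 10 min at RT with compound (up to 57.5 uM final), then substrate plus GAPDH/TPI/NAD/arsenate coupling and diaphorase/resazurin added. Fluorescence read after 20 min at RT, 525/598 nm.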
HCMV antiviral – inhibitors of human cytomegalovirus | 4.5% of 410,000 active | HFF cells, HCMV-luciferase reporter, 72 h; active compounds read low | activity change, negative = inhibition, % at 57.5 µM; in the data active = activity change below about -60%; inconclusive = no clear call, values can overlap the other calls; inactive = above about -39%; note: % is set by controls: 0 for no effect and ±100 for the full control effect
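Two-dose cell screen: HFF monolayers treated with compounds and infected with luciferase-expressing HCMV at 1 PFU/cell, 72 h at 37C, then lysed for luciferase measurement.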
Shiga inhibitor – blocks Shiga toxin action in Vero cells. inhibition, % at 38.7 µM. Vero cells, Shiga toxin protein synthesis inhibition reporter. 9.2% of 290,000 active; in the data active = inhibition mostly above about 28%, no sharp cut-off; inactive = mostly below about 43%; note: 0% is about no effect
Numbers without * were called inactive; u = inconclusive; x = no result given; & = joins results of further samples; [ ] = another dose, or the depositor's remark. Unless noted, calls come from the whole dose curve; as a rule, active = well fitted curve in the direction sought with a large enough effect; inconclusive = small, poorly fitted or top-dose-only effect, or another doubt; inactive = no such curve, though single readings can be large; an effect the other way counts as inactive or inconclusive. An unsorted share of the library; about 16% have a hit in one of these screens.

SMILES	AmpC detergent	AMA1 RON2 block	CHX counter	AmpC inh no detg	FBPA Giardia inh	HCMV antiviral	Shiga inhibitor
COc1ccc(/C(C)=N/Nc2cc(C(F)(F)F)ccc2Cl)c(OC)c1	u	x	-6	-19%	-5%	x	-11
Cc1cc(C(=O)N/N=C/c2sccc2C)no1	-5%	13%	27*	-22%	-3%	-30	43*
Cc1ccc(NC(=S)N=Nc2c(O)[nH]c3ccccc23)cc1	-13%	69%[activator]	22*	-55%	6%	u	53*
O=C(CCN1CCOCC1)NNC(=O)c1ccc(Cl)c([N+](=O)[O-])c1	x	29%	x	-16%	x	44	x
CCOc1cc(N2CCOCC2)c(OCC)cc1NC(=O)CN1C(=O)N(C)C2(CCCCC2)C1=O	-1%	-2%	x	129%[activator]	x	-39	x
COc1ccc(CC(=O)N[C@@H]2c3ccccc3CC[C@@H]2OCc2ccccc2)cc1	x	3%	x	-28%	x	-23	x
O=C(COC(=O)CCCOc1ccc(Cl)cc1Cl)NCc1ccc(F)cc1	-15%	-2%	1	34%	-1%	14	-11
CC(CNC(=O)CCn1c(=O)c2cccn2c2ccc(F)cc21)c1ccccc1 (stereo unspecified)	-3%&-2%	-4%	6	-18%	x	u	-10
COCCNC(=O)CCCn1c(=O)c2cc(OC)c(OC)cc2n(CC(=O)Nc2ccccc2OC)c1=O	-8%	0%	7	10%	3%	-4	34
O=C(CSc1nnc(-c2ccc3c(c2)OCO3)o1)Nc1ncc(Cl)cc1Cl	-15%	72%[activator]	19*	-10%	0%	-61*	31*
CC(Oc1ccccc1)C(=O)NNC(=O)c1cccs1 (stereo unspecified)	-6%	28%	3	4%	0%	-24	3
CCCS(=O)(=O)N1CCCC(C(=O)NC(C)c2ccc3c(c2)OCCO3)C1 (stereo unspecified)	u	2%	-2	-16%	2%	-3	7

Continued, starting with the last 3 of the part before.
SMILES	AmpC detergent	AMA1 RON2 block	CHX counter	AmpC inh no detg	FBPA Giardia inh	HCMV antiviral	Shiga inhibitor
O=C(CSc1nnc(-c2ccc3c(c2)OCO3)o1)Nc1ncc(Cl)cc1Cl	-15%	72%[activator]	19*	-10%	0%	-61*	31*
CC(Oc1ccccc1)C(=O)NNC(=O)c1cccs1 (stereo unspecified)	-6%	28%	3	4%	0%	-24	3
CCCS(=O)(=O)N1CCCC(C(=O)NC(C)c2ccc3c(c2)OCCO3)C1 (stereo unspecified)	u	2%	-2	-16%	2%	-3	7
CCc1ccccc1NC(=O)C1CCN(C(=O)N2CCOc3ccccc32)CC1	u	5%	-3	19%	9%	93	-6
CC1C(=O)N2CCCc3cc(S(=O)(=O)N4CCN(c5ccc(F)cc5)CC4)cc1c32 (stereo unspecified)	0%	10%	-2	-3%	-3%	0	-7
Cc1ccc(NC(=O)c2sc3ccccc3c2Cl)nc1	-1%	-2%	43*	-16%	0%	15	65*
COc1ccc(C)cc1NC(=O)C1CCCN(S(=O)(=O)c2cccnc2)C1 (stereo unspecified)	-9%	0%	-2	37%	3%	8	-10
CC(C)OCc1ccc(C(=O)N2CCN(S(=O)(=O)c3ccc(Br)s3)CC2)cc1	-7%	0%	x	110%[activator]	x	0	x
COc1ccc(NC(=O)CSc2nnc(C3CCCCC3)n2N)c(OC)c1	-13%	-8%	2	-7%	-1%	8	20
Clc1ccccc1OCCCn1ccnc1	u	u	-1	-1%	u	14	-4
CCOc1ccc(C(C)NC(=O)Nc2ccc(F)cc2F)cc1 (stereo unspecified)	-2%	-4%	-1	96%[activator]	4%	u	-10
CN(c1ccccc1)S(=O)(=O)c1ccc(C(=O)OCC(=O)N2CCOCC2)cc1	u	2%	-2	64%[activator]	5%	46	10
COc1ccc(NC(C)=O)cc1S(=O)(=O)Nc1ccc(OCc2ccccc2)cc1	3%	-6%	15	15%	x	u	5
Cc1cc(C)c(S(=O)(=O)c2ccccc2Cl)c(Cl)n1	u	x	1	1%	-27%	u	7
O=C(N/N=C/c1ccccc1O)C1(O)c2ccccc2-c2ccccc21	-11%	68%[activator]	4	-50%	-28%	4	-6
O=C(NCc1ccc2c(c1)OCO2)c1ccc(CS(=O)(=O)c2ccc(Br)cc2)o1	3%	5%	0	-25%	1%	-13	15
Cc1sc2ncnc(OCC(=O)NC(C)C(C)C)c2c1C (stereo unspecified)	2%	8%	-5	-11%	1%	u	-18
Cc1cccc(C(=O)NNC(=O)c2ccc(NC(=O)C(C)(C)C)cc2)c1	-3%	-4%	30*	-25%	2%	-12	39*
O=C(CN(C(=O)c1csnn1)c1ccc(F)c(Cl)c1)NCc1ccc(F)cc1	u	0%	0	-1%	4%	-13	25
O=C1N(Cc2ccc3c(c2)OCO3)c2ccccc2C1(O)c1c[nH]c2ccccc12 (stereo unspecified)	-8%	-9%	-2	-29%	-6%	12	-3
O=C(NC(=S)N(CCCCO)C1CCCCC1)c1sc2ccccc2c1Cl	-2%	4%	1	-14%	9%	u	-8
CC1CC(C)CN(C(=O)Cn2c(=O)c3cccn3c3cccnc32)C1 (stereo unspecified)	-6%	-2%	-3	22%	x	-31	-9
CC1CCN(S(=O)(=O)c2ccc3c(c2)N(CC(=O)NCc2cccnc2)C(=O)CS3)CC1	u	1%	-1	-18%	14%	-28	16
C#CCNC(=O)C1=C[C@H](c2cn(C(C)=O)c3ccccc23)[C@@H](CCCO)[C@H](OCC)O1	6%	3%	-3	50%	-5%	25	-3
COc1ccc2nc3sc(C(=O)N4CCN(C)CC4)cc3cc2c1	2%	-2%	15*	2%	-4%	34	20
CCN(C[C@H]1N[C@@](CC)(C(=O)OC)[C@H]2C(=O)N(C)C(=O)[C@@H]12)S(=O)(=O)c1ccc(OC(F)(F)F)cc1	x	2%	x	161%[activator]	x	-3	x
CCc1ccc(CN(C)C(=O)c2cc(COc3c(F)cccc3F)on2)cc1	-4%	10%	23	5%	3%	-17	42
Cc1cccc(C)c1NC(=S)N(Cc1ccccc1)Cc1cccs1	-2%	-7%	-2	-54%	-8%	-14	-15
O=C(CSc1cccc[n+]1[O-])Nc1ccccc1Oc1ccccc1	3%	24%	9	-10%	6.3µM*	-36	-9
NC(=O)c1cc(-c2ccccc2)nc2ccc(Br)cc12	5%	-7%	-3	-7%	0%	-26	35
CCOC(=O)n1n[n+]([O-])c2ccccc21	1%	-3%	-3	-14%	13%	23	-9
O=C(COC(=O)Cn1cnc2ccccc2c1=O)NCc1ccccc1Cl	-14%	-3%	-3	6%	3%	-14	-5
CCOc1ccccc1Nc1ncccc1C(=O)O	-2%	1%	-1	-5%	6%	-1	15
O=C(CSc1nc(-c2ccccc2Cl)ns1)Nc1ccc2c(c1)OCO2	0%	1%	15*	-16%	-3%	u	23
COc1ccc(CN(CC(=O)NCc2ccc(F)cc2)C(=O)c2ccco2)cc1	3%	-4%	-5	-39%	x	23	-6
CC(O)c1ccc2c(c1)OCCOCCN(C)CCOCCO2 (stereo unspecified)	u	2%	-5	-9%	2%	9	-2
Cc1ccc(NS(=O)(=O)c2cc3c(cc2C)NC(=O)CO3)cc1	-10%	7%	-3	-35%	-6%	5	-4
Cc1ccc(SCc2nn(C)c(Cl)c2C=O)cc1	4%	16%	42*	-7%	1%	-38	57*
O=C(N/N=C/c1ccccc1C(=O)O)C(=O)N1CCCCC1	-2%	53%[activator]	-4	-14%	1%	5	14

In a second layout: entries from further up
Sequence of screens: AmpC detergent, AMA1 RON2 block, CHX counter, AmpC inh no detg, FBPA Giardia inh, HCMV antiviral, Shiga inhibitor
- O=C(CSc1cccc[n+]1[O-])Nc1ccccc1Oc1ccccc1
  3%, 24%, 9, -10%, 6.3µM*, -36, -9
- Cc1ccc(NS(=O)(=O)c2cc3c(cc2C)NC(=O)CO3)cc1
  -10%, 7%, -3, -35%, -6%, 5, -4

Continuation:
SMILES	AmpC detergent	AMA1 RON2 block	CHX counter	AmpC inh no detg	FBPA Giardia inh	HCMV antiviral	Shiga inhibitor
NC(=O)c1ccsc1NC(=O)COC(=O)CSc1ccc(Cl)cc1	2%	12%	-4	-33%	-7%	-29	11
O=S(=O)(Nc1ccc(Cl)c(Cl)c1)N1CCOCC1	1%	13%	-1	-3%	4%	32	13
CC(OC(=O)CCc1c[nH]c2ccccc12)C(=O)c1ccccc1 (stereo unspecified)	11%	-23%	2	-26%	-10%	-36	17
COc1ccccc1NC(=O)c1ccc(NC(=O)c2nc3nccc(C)n3n2)cc1	0%	-2%	x	-3%	x	-12	x
CCn1c(=N)n(CCO)c2ccccc21	-2%	-6%	1	-9%	-19%	20	17
O=C(CN1CCN(S(=O)(=O)c2ccc(Br)cc2)CC1)N/N=C/c1ccc(Br)s1	-14%	21%	-1	8%	-5%	115	-5
CCOc1ccc(NC(=O)CN(C)C(=O)c2ccc3nc(CC)c(CC)nc3c2)cc1OCC	u	-1%	x	149%[activator]	x	-18	x
O=C(NCCN1C(=O)S/C(=C\c2ccccc2F)C1=O)C1CC(=O)N(Cc2ccccc2)C1 (stereo unspecified)	-14%	-10%[11.6 µM]	x	172%[activator]	x	0	x
CCSCc1nnc(SCC(=O)Nc2cccc(C(C)=O)c2)n1C	-3%	-1%	-1	-1%[2.29 µM]	-3%	-31	-6
CCOC(=O)c1cnc2c(ccc3ccccc32)c1NCCCN(C)C	-12%	0%	33*	115%[activator]	-24%	200	131*
CCCC(=O)N(c1ccc2oc(=O)sc2c1)S(=O)(=O)c1ccccc1	u	23%	2	10µM*	-11%	-1	-9
CSc1cccc(NC(=O)c2cnccn2)c1	-9%	4%	31*	-6%	0%	92	39
CCN(CC)CCC(=O)O[C@H]1CC[C@]2(C)C3CC[C@@]4(C)C(CC[C@]4(C)O)C3CC[C@H]2C1 (stereo partly specified)	x	2%	x	32%	x	-19	x
O=C(NCc1ccc2c(c1)OCO2)C1CCCN(S(=O)(=O)c2cccnc2)C1 (stereo unspecified)	-4%	-3%	-2	-11%	-3%	12	-4
C/C(N)=C(/C#N)C(=O)CSc1ccc2c(c1)OCCO2	-10%	-7%	48*	-8%	15%	93	98*
O=S1(=O)[C@H]2C[C@@H]3C=C[C@@]2(CN1Cc1ccc(Cl)cc1)O3	-2%	70%[activator]	4	-4%	-13%	-5	7
Fc1ccc(NC(=S)N2CCCCC2)cc1	-2%	6%	5	-16%	-9%	-14	-5
CCCN1CC[C@@H]2c3cc(O)ccc3CC[C@@H]21	-7%	0%	-5	-25%	-2%&3%	4	-6
Cc1ccc(NC(=O)COC(=O)Cc2ccsc2)c(C)c1	3%	20%	1	-15%	5%	-23	-5
O=C(CSc1ccc(Br)cc1)N1CCN(C(=O)c2ccco2)CC1	-3%	-17%	-2	19%	1%	24	-5
Cc1ccc(C(=O)N/C(=C\c2cccs2)C(=O)N2CCCCCC2)cc1	-11%	2%	1	1%	12%	-3	14
Cc1cccc(C)c1OCCCCCNCCO	-2%	17%	-7	16%	2%	-1	-12
COc1ccccc1C(CNC(=O)c1ccc(-c2ccccc2Cl)o1)N1CCCC1 (stereo unspecified)	-14%	-28%	x	80%[activator]	x	-35	x
O=C(NC(=S)Nc1ccccc1F)c1ccc(Br)o1	u	12%	33*	4%[2.29 µM]	-10%	u	124*
Cc1cc(C)n(S(=O)(=O)c2ccccc2)n1	9%	7%	1	-20%	-9%	-2	-15
